ELG1 genotox: induces genotoxicity in HEK293T cells with luciferase-tagged ELG1 | HEK293T ELG1-luciferase reporter, luminescence, 16 h | Potency, µM (top dose mostly 46 µM), inactives show at the highest dose activity change, positive = activation, hits mostly activators | 330,000 compounds, 1.3% hits | AID 504466; note: potency is the fitted concentration of half-maximal effect; % of control where 0% means no effect; nearly all actives have a fitted effect of over 60% in size
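Quantitative HTS format in 1536-well plates. HEK293T ELG1-luciferase reporter cells receive test compound and are incubated 16 hr at 37 °C, 5% CO2; ONE-Glo added, 30 min room temperature, then luminescence read.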
uPA surface inh: inhibitors of cell surface uPA generation. Potency, µM (top dose mostly 38.3 µM), without a hit: at the top dose activity change, negative = inhibition, hits mostly inhibitors. AID 540303. cell surface uPA generation assay, qHTS. 330,000 compounds, 0.31% hits; active = well fitted inhibition curve with a large enough effect; inconclusive = small, poorly fitted or top-dose-only effect; inactive = no such curve, though single readings can be large or run the other way; tested in mouse RAW 264.7 cells; note: potency is the fitted concentration of half-maximal effect; % is set by controls: 0 for no effect and ±100 for the full control effect; nearly all actives have a fitted effect of over 55% in size
Giardia killer: kills Giardia lamblia | 340,000 compounds, 0.15% hits | activity change, % at 7.66 µM, hits read low | Giardia lamblia trophozoite viability | AID 540267; in the data active = activity change below about -80%; inconclusive = between about -30% and that limit;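 note: parasites exposed to compound for two days anaerobically before the ATP read; % is set by controls: 0 for no effect and ±100 for the full control effect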
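Killing of trophozoites was scored by loss of ATP luminescence after a 48 hrs anaerobic exposure to compounds at 37 deg C, using 100 cells per well.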
RORg inh: ROR gamma (mouse) transcription inhibition; Potency, µM (highest dose often 53.6 µM), for the others: at the highest dose activity change, negative = inhibition, usual class: inhibitors; 310,000 compounds, 5.4% hits; AID 2551; Drosophila S2 Gal4-RORgamma UAS-luciferase reporter, 20 h; note: potency is the fitted concentration of half-maximal effect; % is set by controls: 0 for no effect and ±100 for the full control effect; nearly all actives have a fitted effect of over 60% in size
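Drosophila Schneider cells stably carrying a metallothionein-driven Gal4 DBD–ROR gamma fusion and a UAS-Photinus luciferase reporter were exposed to compound for 1 hr, then induced with copper sulfate (700 uM final) for 20 hr at ambient temperature before luminescence reading.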
Gal4-VP16 FLuc: inhibits Gal4-VP16 luciferase reporter, ROR gamma counter-screen; 310,000 compounds, 3.5% hits; Drosophila S2 Gal4-VP16 UAS-luciferase, luminescence, 20 h; AID 2546; Potency, µM (doses to about 53.6 µM), inactives show at the top dose activity, negative = inhibition, usual class: inhibitors;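 note: Gal4-VP16 expression switched on by copper sulfate through the metallothionein promoter; potency is the fitted concentration of half-maximal effect; % is set by controls: 0 for no effect and ±100 for the full control effect; nearly all actives have a fitted effect of over 50% in size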
Rab9 prom act: Rab9 promoter activation | Huh7 Rab9 promoter-luciferase reporter, luminescence, 24 h | Potency, µM (top dose mostly 9.22 µM), for inactives: top-dose activation, negative = inhibition, usual class: activators | 320,000 compounds, 2.8% hits | AID 485297; note: potency is the fitted concentration of half-maximal effect; % of control where 0% means no effect; nearly all actives have a fitted effect of over 60% in size
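Luciferase signal after 10 min detection reagent at ambient indicates Rab9 promoter upregulation; stably transfected Huh7 cells were treated 24 h with compound in DMSO at 37 °C, 5% CO2.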
Tb PFK inh: inhibitors of T. brucei phosphofructokinase | T. brucei PFK, ADP-Glo luminescence | Potency, µM (doses to about 57.5 µM), inactives show top-dose activity, negative = inhibition, hits mostly inhibitors | 330,000 compounds, 0.17% hits | AID 485367;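 note: potency is the fitted concentration of half-maximal effect; 0% = uninhibited 1x PFK enzyme wells and -100% = no-enzyme wells; nearly all actives have a fitted effect of over 60% in size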
Target sequence (O15648 whole entry, looked up): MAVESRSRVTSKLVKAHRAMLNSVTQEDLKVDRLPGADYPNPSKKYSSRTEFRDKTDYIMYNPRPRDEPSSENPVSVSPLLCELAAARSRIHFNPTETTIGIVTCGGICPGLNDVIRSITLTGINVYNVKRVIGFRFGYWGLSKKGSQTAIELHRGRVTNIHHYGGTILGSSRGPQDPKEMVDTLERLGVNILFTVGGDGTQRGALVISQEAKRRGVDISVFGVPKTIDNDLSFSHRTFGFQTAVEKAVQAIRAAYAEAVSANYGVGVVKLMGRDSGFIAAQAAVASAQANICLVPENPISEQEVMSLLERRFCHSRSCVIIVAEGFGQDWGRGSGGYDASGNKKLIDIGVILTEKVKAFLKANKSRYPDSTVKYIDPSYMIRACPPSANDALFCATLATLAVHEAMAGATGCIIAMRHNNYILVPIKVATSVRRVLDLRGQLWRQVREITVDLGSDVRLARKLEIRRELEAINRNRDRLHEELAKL
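PFK 1.25 nM, F6P 0.5 mM, ATP 0.1 mM, 0.1 M TEA pH 8.0, 5 mM MgCl2, 0.01% Tween20, 0.1% BSA; 45 min RT. ADP-Glo readout. qHTS titration up to 57 uM; curves fitted, compounds curve-classed.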
FLuc counter: inhibits or activates purified firefly luciferase, miR-21 counter-screen | P08659 | purified FLuc, Km substrates, luminescence inhibition | Potency, µM (titrated, usually from 57.5 µM), for inactives: at the top dose activity change, negative = inhibition, actives largely listed as inhibitors | 360,000 compounds, 6.9% hits | AID 588342;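 note: potency is the fitted concentration of half-maximal effect; plate controls were vehicle for no effect and reference inhibitor for full effect; nearly all actives have a fitted effect of over 55% in size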
Target sequence (P08659 whole entry, looked up): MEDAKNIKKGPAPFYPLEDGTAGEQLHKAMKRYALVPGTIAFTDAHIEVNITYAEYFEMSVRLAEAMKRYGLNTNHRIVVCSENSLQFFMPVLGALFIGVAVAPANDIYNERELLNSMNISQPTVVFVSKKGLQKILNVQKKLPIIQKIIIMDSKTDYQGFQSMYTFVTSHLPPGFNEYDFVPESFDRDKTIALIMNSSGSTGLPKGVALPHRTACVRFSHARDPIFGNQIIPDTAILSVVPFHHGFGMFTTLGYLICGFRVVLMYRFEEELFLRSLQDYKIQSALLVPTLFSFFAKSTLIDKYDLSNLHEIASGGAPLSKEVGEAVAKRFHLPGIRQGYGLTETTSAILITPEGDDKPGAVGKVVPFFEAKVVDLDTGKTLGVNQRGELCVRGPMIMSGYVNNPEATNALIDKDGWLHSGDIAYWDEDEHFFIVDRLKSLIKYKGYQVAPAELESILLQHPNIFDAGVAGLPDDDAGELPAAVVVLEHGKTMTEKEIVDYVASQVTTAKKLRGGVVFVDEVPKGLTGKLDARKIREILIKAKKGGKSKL
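Purified P. pyralis luciferase, 10 nM final, with Km-level 10 uM D-luciferin and 10 uM ATP in 50 mM Tris acetate pH 7.5, 10 mM Mg acetate, 0.01% Tween-20, 0.05% BSA; 6-point qHTS titration about 60 µM downward; luminescence read.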
KCNH2 3.1 inh: KCNH2 3.1 (human) potassium channel inhibition; 340,000 compounds, 0.95% hits; activity change, % (tested at about 1.8 µM); AID 720553; U2OS KCNH2 3.1, thallium flux FluxOr; hits give low values;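 active = maximum activity change below -70%; inconclusive = maximum activity change from -70% to -50%; inactive = maximum activity change above -50%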;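 note: thallium influx rate constant from kinetic fluorescence after stimulation buffer; % is set by controls: 0 for no effect and ±100 for the full control effect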
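Measured as rate of thallium-driven FluxOr signal in transduced U2OS cells carrying the 3.1 channel, read kinetically for 2 min upon stimulation; values are rate constants scaled to DMSO control wells.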
NPC1 prom act: NPC1 promoter activation. Huh7 NPC1 promoter luciferase reporter, 24 h. Potency, µM (doses to about 9.22 µM), inactives show top-dose activation, usual class: activators. 320,000 compounds, 2.4% hits;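 note: potency is the fitted concentration of half-maximal effect; % of control where 0% means no effect; nearly all actives have a fitted effect of over 60% in size; reporter is driven by a mutant NPC1 promoter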
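Stable NPC1-promoter luciferase Huh7 line; cpd (DMSO) 24 h, 37 °C, 5% CO2; Amplite luciferase reagent 10 min RT; luminescence readout. qHTS format.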
Coupling enz: counter-screen for Giardia aldolase inhibitors: coupling enzyme system; coupling enzyme system counterscreen, AmpLite Red fluorescence; activity change, negative = inhibition, % at 58.2 µM, hits read low; 290,000 compounds, 0.67% hits; in the data active = activity change below about -30%; note: % is set by controls: 0 for no effect and ±100 for the full control effect
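Counterscreen of the coupled detection system alone, without aldolase: glyceraldehyde-3-phosphate coupling enzymes plus AmpLite Red readout. Compounds at 57.5 uM final, 10 min RT preincubation, 20 min RT reaction, fluorescence 525/598 nm.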
Numbers without * were called inactive; ? = inconclusive; . = no result given; [ ] = another dose, or the depositor's remark. Unless noted, calls come from the whole dose curve; as a rule, active = well fitted curve in the direction sought with a large enough effect; inconclusive = small, poorly fitted or top-dose-only effect, or another doubt; inactive = no such curve, though single readings can be large; an effect the other way counts as inactive or inconclusive. No enrichment for hits; about 14% have a hit in one of these screens.

Each structure is followed by: ELG1 genotox	uPA surface inh	Giardia killer	RORg inh	Gal4-VP16 FLuc	Rab9 prom act	Tb PFK inh	FLuc counter	KCNH2 3.1 inh	NPC1 prom act	Coupling enz
- CCC(C)(C)C(=O)O
  -2.3%	-5.7%	10.3	-2.2%	13.7%	-7.3%	-2.4%	5.4%	-6.0	-6.1%	.
- COc1ccc(OC)c(C(=O)COC(=O)COc2ccccc2)c1
  3.0%	-8.2%	4.1	.	.	.	4.1%	.	-5.7	.	.
- Cc1ccc(C)c(SCC(=O)NNC(=O)c2csc(N3CCOCC3)n2)c1
  -4.2%	-0.6%	30.4[activator]	8.91µM*	?	-0.9%	0.7%	-3.0%	-2.6	1.8%	.
- N#CCC1c2ccccc2CCN1C(=O)Nc1ccc(C(F)(F)F)cc1 (stereo not given)
  -6.0%	.	11.7	12.2%	-9.9%	-0.4%	-6.7%	3.6%	-1.4	-0.4%	-3.1
- c1ccc(-c2cn(-c3ccccc3)c3[n+]2CCCS3)cc1
  -14.6%	-4.8%	9.8	18.3%	-11.6%	-19.6%	11.9%	-0.3%	1.8	-5.9%	-1.6
- Brc1ccc(-c2nnc(-c3ccc4c(c3)OCO4)o2)o1
  ?	.	-3.8	22.7%	?	1µM*	-5.6%	1.69µM*	-8.3	2µM*	4.5
- CSc1ccc(S(=O)(=O)NCCCOC(C)C)cc1
  -1.2%	-2.3%	-23.3	?	6.4%	-1.0%	0.1%	-1.0%	4.6	-4.6%	3.2
- Cc1ccnc(NC(=O)CCC(=O)N(CC(=O)NC2CCCCC2)Cc2ccccc2)c1
  -6.4%	-1.2%	2.3	9.8%	-13.6%	1.1%	1.5%	-2.8%	-17.8	-3.8%	0.7
- COc1ccc(C(C)(C)C)cc1NC(=O)c1cncc(Br)c1
  0.7%	15.9%	3.6	32.2%	-1.6%	12.4%	5.6%	-2.0%	3.6	-10.3%	-1.3
- Cc1ccc(OCc2ccc(C(=O)N3CCOCC3)cc2)cc1C
  ?	?	5.2	-10.5%	-10.5%	1.41µM*	-17.9%	6.75µM*	0.1	3.55µM*	1.1
- COc1ccccc1NC(=O)c1ccc[n+]([O-])c1
  5.4%	9.0%	1.5	9.0%	-1.4%	-4.7%	-1.7%	-2.2%	13.5	-5.8%	-0.3
- CCCCNC(=O)Nc1nnc(-c2ccc(Cl)cc2)o1
  1.2%	1.6%	9.3	13.9%	1.6%	-4.4%	-1.8%	-0.8%	13.0	1.3%	-0.1
- CCN(CC)S(=O)(=O)c1ccc2c(c1)N(CC(=O)NCCN1CCOCC1)C(=O)CO2
  2.2%	12.6%	-12.0	-10.8%	-7.7%	-1.7%	4.6%	1.3%	7.1	-3.4%	.
- CC(=O)N1c2ccc(S(=O)(=O)N3CCC(C(=O)NC4CCCCC4C)CC3)cc2CC1C (stereo not given)
  -0.5%	-5.8%	0.0	-23.9%	2.3%	1.9%	-0.7%	4.5%	14.6	-0.9%	0.1
- COc1ccc(OC)c(N/C(N)=N/c2nc(C)cc(C)n2)c1
  -6.1%	-7.8%	-12.8	0.9%	-5.2%	-1.8%	-1.8%	-5.0%	-5.5	5.9%	-0.5
- Cc1cccc(Nc2nc(-c3ccc(F)cc3)cs2)n1
  ?	1.8%	-2.6	?	-12.5%	3.55µM*	-1.7%	5.36µM*	11.3	3.55µM*	-4.3
- CCc1ccccc1OCC(=O)N(CC)CC(=O)NCc1ccc(F)cc1
  0.8%	-9.8%	6.2	-12.4%	3.9%	-0.2%	0.0%	0.1%	1.9	-1.6%	1.8
- O=C(COC(=O)c1ccc(NS(=O)(=O)c2ccc3c(c2)OCCO3)cc1)NCC1CCCO1 (stereo not given)
  -2.7%	-1.5%	-6.9	-29.6%	-5.4%	-1.8%	-2.3%	-2.3%	6.2	-3.8%	3.2
- O=C(Nc1nnc(S(=O)(=O)N2CCCCCC2)s1)c1ccccc1F
  10.5%	-11.1%	-13.6	?	?	19.4%	3.3%	16.9µM*	-14.2	21.9%	1.0
- O=C(COC(=O)CCCOc1ccc(Cl)cc1Cl)NCc1ccc(F)cc1
  -3.6%	-2.0%	-14.8	-11.6%	?	-1.7%	-2.9%	?	-3.8	-2.5%	1.0
- Cc1cc(C)c(S(=O)(=O)N2CCN=C2c2ccccc2)cc1C
  -8.2%	-3.2%	-13.5	?	2.5%	-3.5%	2.0%	3.5%	-1.3	-4.3%	-3.7
- CCN(CC)C(=O)c1cc(C(C)(C)C)c(O)c(C(C)(C)C)c1
  -0.4%	3.1%	14.4	10µM*	-2.6%	0.4%	-3.5%	-0.7%	-3.6	-1.9%	0.0
- COc1ccc(C(=O)NCC(=O)OCC(=O)NCc2ccco2)cc1
  -0.3%	2.1%	-4.0	.	.	.	-8.0%	.	-5.5	.	.
- C/C(CC(=O)NC1CCCCCC1)=N\NC(=O)c1cnccn1
  0.9%	-3.1%	10.7	-5.8%	8.4%	-5.5%	0.1%	-0.8%	6.8	-1.1%	1.0
- Cc1cccc(CCNC(=O)c2nnc(Cc3ccc(Cl)cc3)o2)c1
  0.4%	7.8%	-5.5	-4.2%	-2.1%	-5.7%	0.6%	3.4%	0.7	-2.5%	-0.1
- COc1ccc(NC(=O)c2cccc(NC(=O)C3C4CC5OC(=O)C3C5C4)c2)c(OC)c1 (stereo not given)
  2.8%	11.0%	-1.1	-26.0%	-0.9%	0.8%	24.9%	?	-12.3	-0.6%	5.2
- COc1ccc(/C(N)=N/OC(=O)CCCc2ccccc2)cc1OC
  -1.2%	3.4%	-3.1	18.5%	-7.6%	-6.7%	3.1%	?	-19.5	-1.1%	-0.3
- CCOC(=O)CN1NC2(CCC(C)CC2)NC1=S (stereo not given)
  -1.8%	-2.3%	6.3	?	?	-2.2%	7.0%	0.0%	0.1	-6.3%	0.3
- CC(=O)Nc1ccc(S(=O)(=O)N(Cc2ccccc2)c2ccccc2)cc1
  -4.2%	0.2%	10.0	-30.6%	1.6%	-7.6%	7.6%	-0.3%	-2.8	-4.2%	6.9
- Cc1ccc(Sc2oc(/C=N/n3cnnc3)cc2Br)cc1
  2.7%	12.1%	6.5	2.2%	0.2%	13.0%	5.6%	-2.2%	8.8	11.7%	-3.6
- Cc1ccc2nccc(C(=O)N3CCCC(Nc4ccc(F)cc4)C3)c2c1 (stereo not given)
  -4.6%	3.9%	-12.3	-25.4%	11.3%	-1.5%	1.1%	1.2%	11.0	-0.8%	-0.5
- Cc1ccc(NC(=S)N(Cc2ccc(Br)cc2)Cc2ccc(C(=O)O)cc2)cc1C
  0.1%	-2.9%	-5.7	-35.9%	3.8%	-2.9%	-2.7%	?	14.4	4.5%	-1.8
- O=C1CCC(=O)N1CN(Cc1ccco1)CN1C(=O)CCC1=O
  2.1%	-1.6%	-5.3	15.0%	2.3%	-5.5%	-2.0%	4.4%	11.3	-2.2%	0.5
- Cc1ccc(/C=C\c2nccc3c2[nH]c2ccccc23)cc1
  ?	-13.1%	?	0.631µM*	3.16µM*	?	-0.4%	1.69µM*	4.2	?	-4.1
- FC(F)(F)c1cc(C(F)(F)F)c2ccc(N3CCN(c4ccccc4)CC3)nc2n1
  1.2%	-2.0%	1.2	22.6%	-1.2%	-3.0%	0.5%	1.5%	1.0	0.4%	1.8
- CNc1cccc2c1C(=O)c1ccccc1C2=O
  ?	-0.1%	-11.7	-22.5%	-4.4%	?	2.9%	9.53µM*	16.4	27.6%	-9.0
- CC(C)Nc1ccc(C(CC(N)=O)NC(=O)c2ccccc2)cc1[N+](=O)[O-] (stereo not given)
  0.8%	2.3%	-22.4	?	1.0%	1.5%	-0.2%	-1.9%	14.0	-1.9%	1.3
- Cc1ccc(C2=NN(C(=O)CN3CCN(C4CCS(=O)(=O)C4)CC3)C(c3ccco3)C2)cc1 (stereo not given)
  3.7%	-5.7%	?	.	.	-6.8%	-0.3%	.	2.7	-1.1%	.
- COc1ccc(S(=O)(=O)N(CC(C)C)C2CCS(=O)(=O)C2)cc1OC (stereo not given)
  -0.2%	-1.0%	6.0	.	.	-2.9%	-1.6%	1.6%	1.7	7.8%	.
- O=C(Nc1ccc(Br)cc1F)c1cccnc1
  7.0%	?	1.4	-0.5%	2.6%	15.9%	-1.8%	?	-0.6	8.1%	-0.4
